Dynein cargo inh: dynein cargo transport inhibition; 3617.4 mouse cells, GR-EGFP nuclear translocation imaging; test concentration mostly 20 µM; stimulated with dexamethasone, 1 µM; hits give low values; hit rate 0.47% among 220,000; z-score, hits read low;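 active = plate z-score of nuclear minus cytoplasmic receptor signal below a set negative limit, without overly bright fluorescence or cell loss, cut at about -3.5 in these data, passing the limit was not always enough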;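 also: z-score of nuclear minus cytoplasmic ring GR-EGFP intensity difference per well; some compounds called inactive have numbers as strong as hits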
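Medium: Induction medium lacking tetracycline, stripped serum | Probe or stimulus: 1.0 µM final dexamethasone stimulus | Schedule: 48 h induction, then 1 h compound, then 30 min agonist, 37 °C | Signal: Automated 10x imaging of fixed Hoechst-stained cells | Evaluation: Per-cell GR-EGFP intensity, nucleus versus surrounding cytoplasmic ring, well-averaged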
WT yeast gro inh: growth inhibition of WT yeast, mitochondrial fusion screen; mitochondrial fusion phenotypic screen, WT strain; inhibition, % at 10 µM; hit rate 2.1% among 190,000; AID 1362; in the data active = inhibition above about 58%; tested in S. cerevisiae
Autophagy mod: modulators of autophagy; MEF GFP-LC3 puncta imaging; test concentration mostly 10 µM; AID 463193; hit rate 0.98% among 190,000; calls only at 10 µM (by protocol);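 active = percentage of spot-positive cells more than 3 SD above its plate mean, without a fluorescence outlier flag or 80% toxicity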;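 also: spot-positive cell cutoff set from DMSO-treated cells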
AID2073: inhibitors of Mint1-CaV2.2 protein interaction, biochemical, HTRF (AID 2073); hit rate 0.19% among 290,000; inhibition, % at 20 µM, or IC50 in µM where a hit was titrated; HTRF protein-protein interaction, Mint1-CaV2.2; higher % means a stronger effect; in the data active = inhibition mostly above about 51%, no sharp cut-off; also: some results filed as inactive read as strong as hits
HIV fusion peptide: cell-free HIV fusion peptide-binding blockers – biochemical, uHTS, fluorescence dequenching, primary screen (AID 1986). cell-free peptide binding, fluorescence dequenching, 30 min; higher % means a stronger effect. one-dose inhibition, % at 20 µM; IC50 in µM for titrated hits. hit rate 0.3% among 290,000; in the data active = inhibition mostly above about 52%, no sharp cut-off; inactive = mostly below about 76%; also: some results filed as inactive read as strong as hits
Yfh1-off respiration: enhancers of respiration in Yfh1-depleted yeast, dose response, Friedreich's ataxia, plus single-dose screen (AID 1465); hit rate 0.074% among 220,000; S. cerevisiae Yfh1-off respiration, WST-1 reduction, 72 h; higher fold induction means a stronger effect; fold induction at 50 µM, or EC50 in µM where a hit was titrated;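 active = fold induction of absorbance versus untreated yeast above a set limit, then at least 30% activation at any dose in follow-up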;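 also: activators that raise dye reduction in frataxin-depleted yeast; strong numbers were not always called active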
Insulin prom up: MIN6 insulin promoter up-regulation. z-score at 5 µM. hit rate 0.3% among 190,000. MIN6 insulin promoter-GFP reporter, high-content imaging; hits give high values. AID 1625;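 active = z-score above 3 at 5 µM with at least 500 cells counted in the well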
MT stabilizer: microtubule stabilizers in HeLa cells; HeLa tubulin immunostaining HCS, 24 h; share of cells brighter than vehicle mean+2SD; hit rate 0.83% among 200,000; % tubulin-high responders, % at 10 µM;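 active = plate Z-score above 3 for both tubulin-high and condensed-nucleus cell shares, with cell loss under 80%, at 10 µM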;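 also: anti alpha tubulin signal scored within the nucleus-defined area of each cell; some results filed as inactive read as strong as hits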
b-catenin transl: beta-catenin nuclear translocation modulation | HeLa beta-catenin nuclear translocation, immunofluorescence imaging | hit rate 0.3% among 190,000 | nuclear translocation activity, % at 5 µM | AID 1665;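 active = nuclear translocation activity above 50% at 5 µM, with a well cell count of 50 or more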;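 also: per-cell ratio of nuclear to cytoplasmic median beta-catenin stain intensity; plate controls were DMSO negative control for no effect and GSK-3 inhibitor IX positive control for full effect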
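Read-out: Nuclear/cytoplasmic beta-catenin signal ratio, % activation | Assay system: Human HeLa cell line | Times: 24 h compound exposure at 37°C, 5% CO2 | Signal: Fluorescence imaging of beta-catenin antibody stain plus DAPI | Dosing: 5 µM primary, 0.02–20 µM confirmation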
WT yeast gro inh mutant strain: further read-out of WT yeast gro inh, marked with its call; inhibition, %; mitochondrial fusion phenotypic screen, mutant strain inhibition
Dynein cargo inh cytoplasmic EGFP: second read-out of Dynein cargo inh, no call of its own (marks repeat the call); z-score; measured here: cytoplasmic GR-EGFP intensity; hits give high values
Dynein cargo inh nuclear GR-EGFP: also measured in Dynein cargo inh; calls as there; z-score; measured here: nuclear GR-EGFP intensity;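 lower value marks the stronger effect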
Dynein cargo inh cell count: recorded beside Dynein cargo inh, whose call it bears; z-score; measured here: cell count per field
Insulin prom up cell count: also measured in Insulin prom up; calls as there; cell count; measured here: cytotoxicity, nuclei count;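 total cells summed across four imaged fields per well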
b-catenin transl cell count 5 µM: also measured in b-catenin transl; calls as there; cell count; measured here: cell count, cytotoxicity flag
MT stabilizer Hoechst-high %: further read-out of MT stabilizer, marked with its call; % Hoechst-high responders; measured here: nuclear condensation Hoechst responders;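 share of cells brighter than vehicle mean plus two SD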
MT stabilizer cytotoxicity %: second read-out of MT stabilizer, no call of its own (marks repeat the call); toxicity, %; measured here: cytotoxicity by cell density;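 0% = mean cell density of plate MIN control wells and 100% = no cells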
Autophagy mod cell loss 18 h: also measured in Autophagy mod; calls as there; toxicity, %; measured here: cell loss, nuclei count;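 cell loss after 18 h compound exposure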
Active calls of the source: *; i = inactive; x = not tested or not shown; & = joins results of further samples.

mol	AID2073	WT yeast gro inh mutant strain	MT stabilizer Hoechst-high %	b-catenin transl	Insulin prom up	b-catenin transl cell count 5 µM	Yfh1-off respiration	Insulin prom up cell count	HIV fusion peptide	MT stabilizer	Dynein cargo inh cytoplasmic EGFP	Dynein cargo inh	Autophagy mod	Dynein cargo inh nuclear GR-EGFP	WT yeast gro inh	MT stabilizer cytotoxicity %	Autophagy mod cell loss 18 h	Dynein cargo inh cell count
CC(C)[C@@H]1NC(=O)c2cc([N+](=O)[O-])cc(I)c2OCC[C@@H](C(N)=O)NC(=O)[C@H](CCC(=O)O)NC1=O	2%	-11	3.6	x	1.1	x	i	1184	12%	2.2	-0.29	0.96	i	0.77	-17	4.7	-3	0.065
CC(C)(C#N)Nc1ccccc1	0%	-13	3.1	1.3	-0.04	1348	i	1497	-0.8%	3.1	-0.29	0.37	i	0.51	-12	9.9	-2	-0.5
CCn1ccnc1C(O)c1ccc(N(C)C)cc1 (stereo not drawn)	5%	-35	2.4	-5.1	0.24	1028	i	1417	0.3%	5.8	0.13	4	i	3.7	-5	8.0	1	-3
COc1ccc(-n2nnc3c(=O)n(CC(=O)N4CCCCC4)cnc32)cc1	5%	3	2.4	0.0	0.92	1047	i	1449	1.9%	2.5	-0.25	0.45	i	0.56	20	9.1	-5	0.88
COc1cc(OC)cc(C(=O)N2CCN(Cc3ccccc3[N+](=O)[O-])CC2)c1	-7%	-1	3.2	2.4	-0.56	898	i	1457	-1.9%	3.5	0.17	-0.77	i	0.065	4	7.8	-4	-1.1
Cc1cccc(NC(=S)N2CCN(c3cc(C)ccc3C)CC2)c1	-7%	7	1.6	2.0	-0.17	907	i	1141	0.7%	3.6	-0.21	-0.12	i	0.03	28	5.4	4	0.098
C=CC(=O)N1C/C=C\C(c2ccc(OC)cc2)N(Cc2ccc(F)cc2)C(=O)C1 (stereo not drawn)	-4%	x	x	-0.4	0.49	1285	i	826	-1.0%	x	-0.83	-0.66	x	-0.37	x	x	x	0.91
Cc1cccc(-c2noc(Cc3ccccc3)n2)c1	-4%	0	1.9	-2.5	1	952	i	1340	-2.5%	3.0	-0.21	2.4	i	1.2	-2	1.2	11	-0.72
Cc1cccc(NC(=O)CCC(=O)N/N=C/c2ccco2)c1C	-1%	-8	2.5	x	0.6	x	i	1174	24%	3.1	-0.27	-0.16	i	-0.4	-8	4.3	5	0.26
CC12CCC(C(=O)Nc3ccncc3)(CC1O)C2(C)C (stereo not drawn)	11%	x	x	1.1	0.23	1246	i	1043	0.5%	x	0.61	-0.66	x	0.44	x	x	x	0.2
CCCC(=O)NC(c1ccco1)c1c(O)ccc2ccccc12 (stereo not drawn)	8%	-6	1.8	-1.0	0.18	1067	i	1682	4.2%	4.4	-0.19	0.088	i	-0.11	-9	5.2	-25	0.064
CC(C(=O)NCC1CCCO1)N(C(=O)c1snc(C(N)=O)c1N)c1ccccc1 (stereo not drawn)	-1%	14	2.8	x	0.07	x	i	1196	0.2%	2.1	-0.23	-0.56	i	0.074	7	19	-6	-0.19
COc1ccc2c(c1)OC(O)(C(F)(F)F)CC2=O (stereo not drawn)	6%	3	2.3	-1.0	2	835	i	1387	-2.0%	10	-0.39	1.1	i	0.67	-26	2.0	22	0.087
CCCc1cc(=O)[nH]c(SCC(=O)Nc2ccc3c(c2)CCC3)n1	-4%	-3	1.7	-1.7	0.58	1001	i	1446	0.5%	1.8	-0.15	0.2	i	0.022	11	2.8	-7	-0.79
C=CCNC(=S)N(CC)c1cccc2ccccc12	0%	48*	1.5	1.9	x	1526	i	x	-1.4%	1.8	-0.24	-0.14	i	-0.066	62*	5.2	-20	0.12
O=C(c1cccs1)N1CCC(c2nc3c(nnn3Cc3ccccc3)c(=O)[nH]2)CC1	9%	4	2.8	-3.4	0.36	1118	i	1292	4.4%	2.8	-0.31	1	i	0.5	3	5.4	-12	-0.77
Cc1nn(-c2ccc([N+](=O)[O-])cc2)c(N)c1-c1ccccc1	-7%	-26	2.5	-2.5	2.2	1050	i	1070	-1.4%	3.8	-0.14	-0.25	i	-0.089	6	2.7	4	0.011
COc1ccc(C(=O)NC2c3ccccc3-c3ccccc32)cc1	48%	7	11	0.8	0.27	1054	i	1418	-1.6%	7.1	-0.29	0.11	i	0.077	1	8.3	6	0.41
CC(Nc1nc(-c2ccccc2)nc2ccccc12)c1ccccc1 (stereo not drawn)	20%	77	1.9	-3.8	-1.8	1123	i	1138	-0.9%	5.5	-0.14	-1.2	i	-0.39	68	1.4	6	1.7
CC1(C)NC(=O)N(CC(O)COc2ccccc2-c2ccccc2)C1=O (stereo not drawn)	-1%	-19	1.3	-5.6	-0.65	1023	i	1143	-0.3%	1.9	-0.16	-1.5	i	-0.8	11	8.6	7	1.1
S=c1[nH]nc(-c2ccc(Cl)cc2)n1CC1CCCO1 (stereo not drawn)	4%	12	1.9	x	-0.48	x	i	990	1.6%	2.0	0.21	-0.25	i	0.066	4	7.7	-9	0.34
CC1(C)S[C@@H]2[C@H](NC(=O)[C@H](N)c3ccccc3)C(=O)N2[C@H]1C(=O)O	-5%	-15&-8	1.4&2.9	-1.8	x	583	i	x	20%	3.7&5.1	-0.16&-0.32	-0.21&-0.18	i	0.093&0.091	-1&-5	9.5&3.2	-1&3	0.33&0.83
CC1(C)NC(C)(C)C(O)(C(N)=O)C1=O (stereo not drawn)	19%	-12	2.0	x	x	x	i	x	-1.3%	1.6	-0.12	-0.85	i	-0.47	-13	11	-14	1.2
Cc1nn(C)c(C)c1NC(=O)c1cnn2c(C(F)F)cc(-c3ccccc3)nc12	1%	15	2.2	0.3	-0.08	1554	i	1002	-0.4%	3.2	-0.085	-0.24	i	-0.16	9	5.1	27	-0.94
Cc1ccccc1OCC(O)CN1CCN(CC(O)COc2ccccc2C)CC1 (stereo not drawn)	-3%	-2	1.3	1.1	-0.67	1101	i	1307	-2.7%	2.8	-0.25	0.22	i	0.28	0	3.3	-25	0.14
CCOC(=O)C1=C(O)/C(=C/N(C)C)N=C1C	-1%	-1	1.8	-4.0	0.53	951	i	1137	7.0%	1.1	-0.2	0.38	i	0.14	1	12	6	0.066
COC(=O)c1ccc(-n2cnc(Cl)n2)c(F)c1	4%	2	1.2	x	x	x	i	x	1.5%	2.2	-0.17	-0.87	i	-0.69	6	4.2	22	0.43
CC(C)Oc1ccc(S(=O)(=O)N(C(C)C)C(C)C)cn1	3%	3	2.3	2.6	x	565	i	x	-0.7%	3.8	-0.2	-0.6	i	-0.036	-5	3.8	-4	0.23
CCOc1ccc(CNC2CCCc3ccccc32)cc1 (stereo not drawn)	33%	5	3.4	-1.4	-0.83	1129	i	1262	1.0%	2.5	-0.38	2.5	i	1.5	-4	11	18	-0.66
CCSc1nnc(NC(=O)c2ccc(Br)s2)s1	10%	-12	2.5	0.3	-0.16	1216	i	1317	1.2%	1.9	-0.073	-0.46	i	-0.31	5	25	7	0.13
Clc1ccc(-c2ccnc(-n3cccc3)n2)s1	30%	21	1.6	0.3	x	1588	i	x	-0.3%	3.7	-0.21	-0.15	i	0.13	19	3.4	9	0.47
CCc1ccc(NCc2cc3c(C)nn(-c4ccccc4)c3[nH]c2=O)cc1	15%	27	1.2	x	x	x	i	x	7.2%	2.3	-0.28	0.022	i	-0.27	23	8.3	6	0.32
COc1ccc(CC(=O)n2nc(-c3ccccc3)nc2NCc2ccco2)cc1	-3%	-7	1.1	x	x	x	x	x	1.8%	2.4	-0.12	-0.76	i	-0.15	4	1.5	-1	0.49
CCOC(=O)N1CCN(C(=O)c2ccc(NC(C)=O)cc2)CC1	-8%	24	2.6	-1.9	-0.29	1424	i	1653	-1.7%	2.5	-0.2	0.33	i	0.29	16	4.7	3	-0.94
C=CCc1cc(C)ccc1OCCOCCC(C(=O)OCC)C(=O)OCC	0%	-12	1.8	0.9	0.2	944	i	1361	2.0%	1.0	-0.17	0.6	i	-0.076	12	5.9	6	-1.3
CC1C(=O)Nc2ccccc2N1C(=O)C1CC1 (stereo not drawn)	2%	-19	1.2	x	-0.66	x	i	877	0.0%	0.8	-0.17	0.081	i	-0.11	-33	14	1	0.00066
NS(=O)(=O)c1ccc(NC(=S)Nc2ccc(OCc3ccccc3)cc2)cc1	22%	-3	1.5	-0.3	x	1072	i	x	-1.4%	2.3	-0.05	0.88	i	0.6	7	6.9	-34	-0.51
CCCCN(C)CCCNC(=O)c1cccc(N2CCCC2=O)c1	2%	23	1.0	x	0.73	x	i	989	-0.6%	1.6	-0.26	2.1	i	1.8	-2	10	-9	-0.17
Clc1ccc(Cl)c(-c2nn3c(COc4ccccc4)nnc3s2)c1	11%	-3	1.1	x	0.18	x	i	1353	4.3%	2.8	-0.21	0.37	i	-0.14	-2	6.3	9	-0.82

Screening data deposited in PubChem BioAssay by several laboratories.
